# JMJD2A Tudor inh: blocks the human JMJD2A Tudor domain; O75164; AlphaScreen JMJD2A-Tudor / H3K4me3 peptide binding; Potency, µM (titrated, usually from 114 µM), for inactives: top-dose activity change, negative = inhibition, usual class: inhibitors; hit rate 4.4% among 390,000; further: on the % scale 0 is the no-effect control and ±100 the full control effect; nearly all actives have a fitted effect of over 50% in size
# Pin1 inh: inhibitors of human Pin1. Q13526. hit rate 0.009% among 390,000. Potency, µM (top dose mostly 115 µM), inactives show at the highest dose activity, negative = inhibition, most hits filed as inhibitors. Pin1 FP peptide displacement, HiFluor488, 10 min; active means well fitted inhibition curve with a large enough effect in the polarisation, with a control signal flat, not every such curve was filed as active; inconclusive means small, poorly fitted or top-dose-only effect, or effect the other way, or a change in a side signal; inactive means no such curve, though single readings can be large or run the other way; the % refers to the polarisation; further: on the % scale 0 is the no-effect control and ±100 the full control effect
# Target sequence (Q13526 whole entry, looked up): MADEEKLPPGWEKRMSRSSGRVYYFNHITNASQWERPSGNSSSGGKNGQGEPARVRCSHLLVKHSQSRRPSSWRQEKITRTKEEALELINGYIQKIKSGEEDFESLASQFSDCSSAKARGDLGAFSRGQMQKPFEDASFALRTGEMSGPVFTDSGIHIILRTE
# Tb PGK inh: T. brucei PGK inhibition | hit rate 0.043% among 380,000 | PGK/GAPDH coupled, Kinase-Glo luminescence, 60 min | Potency, µM (titrated, usually from 57.5 µM), without a hit: at the highest dose activity change, negative = inhibition, most hits filed as inhibitors; further: on the % scale 0 is the no-effect control and ±100 the full control effect; nearly all actives have a fitted effect of over 60% in size
#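 Recombinant glycosomal PGK reaction used 1,3-bisphosphoglycerate generated in-well by GAPDH (100nM final) in 100mM TEA pH 7.6, 5mM MgCl2, 0.01% Tween-20. After 60 minutes at room temperature, ATP was read by Kinase-Glo Plus luminescence end-point.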
# ALOX12 inh: blocks human arachidonate 12S-lipoxygenase. purified 12hLO, xylenol orange hydroperoxide absorbance. Potency, µM (highest dose often 108 µM), without a hit: top-dose activity change, negative = inhibition, most hits filed as inhibitors. hit rate 1.1% among 580,000; further: on the % scale 0 is the no-effect control and ±100 the full control effect
#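 Purified human 12hLO at 150 nM in 25 mM Hepes, 0.01% Triton X-100, pH 7.0, preincubated 15 min at room temperature with compound. Reaction started with 40 uM arachidonic acid, 30 min at room temperature. Hydroperoxide measured by Fe-xylenol orange, 573/405 nm absorbance ratio.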
# HP1b binding inh: HP1-beta chromodomain-methylated histone interaction inhibition. P83916. AlphaScreen HP1-beta / biotin-H3K9me3 peptide binding. Potency, µM (doses to about 114 µM), for inactives: at the top dose activity change, negative = inhibition, actives largely listed as inhibitors. hit rate 0.56% among 390,000. AID 540317; further: nearly all actives have a fitted effect of over 70% in size; inactives centre near 23
# Target sequence (P83916 whole entry, looked up): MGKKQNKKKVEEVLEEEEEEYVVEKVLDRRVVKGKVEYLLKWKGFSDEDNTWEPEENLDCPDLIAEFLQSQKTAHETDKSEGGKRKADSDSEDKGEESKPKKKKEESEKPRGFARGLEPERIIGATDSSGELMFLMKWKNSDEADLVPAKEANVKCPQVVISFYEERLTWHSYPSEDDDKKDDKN
#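 AlphaScreen: HP1-beta (50 nM) preformed 30 min with biotin-H3(1-18)K9me3 peptide (50 nM) in PBS pH 7.4, 0.01% Tween-20. Compound added for 30 min at RT, then streptavidin donor/nickel chelate acceptor beads (10 ug/mL) for 30 min.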
# RGS4 inh: human RGS4 inhibition; Transcreener GDP fluorescence polarization, RGS4-accelerated GTP hydrolysis; hit rate 0.039% among 390,000; P49798; AID 504845; Potency, µM (series often up to 114 µM), without a hit: at the highest dose activity change, negative = inhibition, hits mostly inhibitors; further: on the % scale 0 is the no-effect control and ±100 the full control effect; nearly all actives have a fitted effect of over 75% in size; some results filed as inactive show a strong effect at the top dose
# Target sequence (P49798 whole entry, looked up): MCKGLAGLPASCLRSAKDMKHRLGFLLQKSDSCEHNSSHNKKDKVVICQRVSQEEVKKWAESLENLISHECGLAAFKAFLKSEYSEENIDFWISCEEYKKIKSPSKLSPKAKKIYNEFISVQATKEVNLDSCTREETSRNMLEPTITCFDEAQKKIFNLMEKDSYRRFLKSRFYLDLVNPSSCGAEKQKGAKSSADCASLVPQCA
#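 MLSMR compounds (23 nl, pin-transferred) preincubated 10 min at room temperature with a 500nM (2x) first reagent, then RGS4 at 900nM (2x) plus Transcreener GDP mix added; fluorescence polarization (620/688 nm) read before and after 90 min at 30 °C.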
# rTrxR1 inhibitor: rat TrxR1 inhibition; O89049; recombinant rTrxR1, NADPH fluorescence consumption, selenite substrate; Potency, µM (series often up to 114 µM), inactives show top-dose activity change, negative = inhibition, hits mostly inhibitors; hit rate 1% among 390,000; AID 588453; further: on the % scale 0 is the no-effect control and ±100 the full control effect; nearly all actives have a fitted effect of over 65% in size
# Target sequence (O89049 whole entry, looked up): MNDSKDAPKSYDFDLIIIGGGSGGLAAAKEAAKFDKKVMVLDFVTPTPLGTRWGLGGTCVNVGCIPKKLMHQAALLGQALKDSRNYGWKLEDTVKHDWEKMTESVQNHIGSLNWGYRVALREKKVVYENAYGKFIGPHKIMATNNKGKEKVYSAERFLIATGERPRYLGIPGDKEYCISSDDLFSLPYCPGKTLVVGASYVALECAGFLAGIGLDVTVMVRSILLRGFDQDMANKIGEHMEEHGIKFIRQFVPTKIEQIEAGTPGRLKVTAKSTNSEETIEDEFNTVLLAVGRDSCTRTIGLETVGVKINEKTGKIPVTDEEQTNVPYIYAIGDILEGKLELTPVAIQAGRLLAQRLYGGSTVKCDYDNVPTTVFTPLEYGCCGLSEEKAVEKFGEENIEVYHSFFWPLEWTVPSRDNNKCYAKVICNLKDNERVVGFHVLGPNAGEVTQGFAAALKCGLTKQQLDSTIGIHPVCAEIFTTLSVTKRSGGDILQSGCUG
#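 Rat TrxR1 (90 nM in the dispensed reagent) was pre-reduced with 400 uM NADPH for 5 min at room temperature, then incubated with compound for 15 min. After 400 uM selenite was added, NADPH fluorescence (Ex 340/Em 450 nm) was followed for 8 min.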
# ERG Ets-DNA blk: blocks human ERG Ets domain binding to DNA | P11308 | fluorescence polarization, His-ERG Ets domain / labelled DNA | Potency, µM (series often up to 76.9 µM), without a hit: at the highest dose FP activity, negative = inhibition, most hits filed as inhibitors | hit rate 0.028% among 370,000 | AID 624246; active means well fitted inhibition curve with a large enough effect in the polarisation, with a control signal flat; inconclusive means small, poorly fitted or top-dose-only effect, or effect the other way, or a change in a side signal; inactive means no such curve, though single readings can be large or run the other way; the % refers to the polarisation;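 further: polarization taken with two DNA probes labelled with fluorescein and Texas red; % of control where 0% means no effect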
#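 His-tagged ERG Ets domain (1 uM in the protein solution; 300mM KCl, 50mM Tris-HCl, 1mM EDTA, 1mM DTT, pH 7.5) received compound, then a probe mix of 5 nM fluorescein-DNA and 100nM Texas-615-DNA. Fluorescence polarization was read for both dyes.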
# GLS inh: blocks human kidney-isoform glutaminase activity; AID 624170; Potency, µM (top dose mostly 45.5 µM), without a hit: top-dose activity change, negative = inhibition, usual class: inhibitors; GLS enzymatic activity, qHTS titration; hit rate 0.21% among 410,000; further: on the % scale 0 is the no-effect control and ±100 the full control effect
#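 Enzyme dispensed in phosphate buffer (45 mM, pH 8.2, 0.02% Tween-20), compounds pinned in, then 1 mM L-glutamine solution and the glutamate oxidase–HRP–Amplex Red mix added; fluorescence read immediately and again after 30 min at room temperature.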
# An asterisk follows results filed as active; i = inactive; ? = inconclusive; · = not tested or not shown; [ ] = remark or other dose. Unless noted, the call rests on the fitted dose curve; in most records, active means well fitted curve in the direction sought with a large enough effect; inconclusive means small, poorly fitted or top-dose-only effect, or another doubt; inactive means no such curve, though single readings can be large; an effect the other way counts as inactive or inconclusive. Potency means the concentration at half of the fitted maximal effect. This is a subset; the hit share may differ from the screen's.
[1] CC1=C/C(=C\c2ccc3c(c2)OCO3)C(=O)S1
[2] Cc1c2cnn(CC(=O)NCCCN3CC(C)CC(C)C3)c(=O)c2c(C)n1Cc1ccc(Cl)cc1 (centres undefined)
[3] Cc1ccc(N(CC(=O)N2CCN(C3CCCCC3)CC2)S(=O)(=O)c2cccnc2)cc1
[4] CCOC(=O)C(=NC(C)C)NNc1cc(Cl)ccc1Cl
[5] CC(C)c1ccc(C(=O)CC2(O)C(=O)N(CCc3ccccc3)c3ccc(Cl)cc32)cc1 (centres undefined)
[6] Cc1cc(C(=O)COc2ccc(F)cc2Br)c(C)n1C
[7] Cc1ccc(C(=O)NNC(=O)CCC(=O)NCc2ccccc2)cc1Br
[8] COc1ccc2oc(=O)c(NC(=O)C3CCCCC3)cc2c1
[9] O=C(Nc1ccc(Br)cc1)c1ccc(F)c(S(=O)(=O)N2CCc3ccccc32)c1
[10] OC(c1ccccc1)C(Nc1ccccn1)c1ccccc1 (centres undefined)
assay / compound	1	2	3	4	5	6	7	8	9	10
JMJD2A Tudor inh	?	-22%	-19%	?	-27%	1%	-18%	-11%	1%	-11%
Pin1 inh	0%	7%	2%	-5%	5%	9%	3%	-1%	1%	-14%
Tb PGK inh	-9%	5%	-2%	0%	-9%	-5%	-9%	3%	10%	6%
ALOX12 inh	?	-20%	3%	?	0%	3%	121%[activator]	0%	-28%	-8%
HP1b binding inh	-11%	15%	27%	14%	0%	29%	1%	26%	29%	29%
RGS4 inh	-37%	-8%[56.9 µM]	-9%	-29%	9%	5%	22%	11%	23%	6%
rTrxR1 inhibitor	?	-20%	-4%	5%	24%	2%	15%	18%	8%[57.1 µM]	-4%
ERG Ets-DNA blk	3%	1%	8%	4%	4%	-2%	5%	7%	-5%	·
GLS inh	-10%	-6%	-3%	1%	-5%	-10%	9%	3%	4%	15%

# Record cards, as listed above. Screens in order: JMJD2A Tudor inh | Pin1 inh | Tb PGK inh | ALOX12 inh | HP1b binding inh | RGS4 inh | rTrxR1 inhibitor | ERG Ets-DNA blk | GLS inh
# Profile of O=C(Nc1ccc(Br)cc1)c1ccc(F)c(S(=O)(=O)N2CCc3ccccc32)c1 → 1% | 1% | 10% | -28% | 29% | 23% | 8%[57.1 µM] | -5% | 4%
# Profile of Cc1ccc(N(CC(=O)N2CCN(C3CCCCC3)CC2)S(=O)(=O)c2cccnc2)cc1 → -19% | 2% | -2% | 3% | 27% | -9% | -4% | 8% | -3%
# Profile of Cc1c2cnn(CC(=O)NCCCN3CC(C)CC(C)C3)c(=O)c2c(C)n1Cc1ccc(Cl)cc1 (centres undefined) → -22% | 7% | 5% | -20% | 15% | -8%[56.9 µM] | -20% | 1% | -6%

# New compounds follow:
[11] CN(C)C(=O)c1ccc(NC(=O)CN2CCc3cc4c(cc3C2)OCCCO4)cc1
[12] CC1(C)CC(NC(=O)c2cc(S(=O)(=O)N3CCCCC3)ccc2Cl)CC(C)(C)N1
[13] Cc1ccc2oc(=O)c3cnn(CC(=O)N4CCN(c5cc(Cl)ccc5C)CC4)c3c2c1
[14] CCCCN(C)C(=O)c1c[nH]c2ccc(S(=O)(=O)N3CCOCC3)cc2c1=O
[15] CCn1c(SCC(=O)NCCOc2ccccc2)nc2ccccc2c1=O
[16] CCCCN(CC)C(=O)Cc1c(C(=O)O)[nH]c2ccc(Cl)cc12
[17] Cc1ccc2oc(=O)c3cnn(CC(=O)N(Cc4ccco4)C4CCCCC4)c3c2c1
[18] COc1ccc(C)cc1S(=O)(=O)NCC(c1ccc2c(c1)OCO2)N1CCN(C)CC1 (centres undefined)
[19] Cc1ccc(C2(SCC(N)C(=O)O)c3ccccc3-c3ccccc32)cc1 (centres undefined)
[20] Cc1ccc2sc(N(CCCN(C)C)C(=O)c3nc4ccccc4s3)nc2c1C
assay / compound	11	12	13	14	15	16	17	18	19	20
JMJD2A Tudor inh	-8%	-10%	-3%	-26%	-4%	-16%	-24%	-4%	?	-34%
Pin1 inh	-6%	-12%	0%	1%	-3%	4%	10%	-7%	1%	208%[activator]
Tb PGK inh	i	i	-7%	-10%	-8%	1%	-8%	4%	-7%	i
ALOX12 inh	-7%	44%[activator]	-2%	-15%	150%[activator]	0%	12%[57.4 µM]	?	?	-11%
HP1b binding inh	37%	21%	42%[activator]	37%	36%	12%	17%	22%	17%	?
RGS4 inh	-10%[11.4 µM]	-14%	4%	0%	-38%	-42%	3%	-13%	-40%	1%
rTrxR1 inhibitor	18%	10%[57.1 µM]	10%	-2%	1%	-12%[57.1 µM]	-8%[57.1 µM]	24%	-11%[11.4 µM]	-7%
ERG Ets-DNA blk	-3%	0%	3%	0%	-5%	-8%	16%	-5%	13%	1%
GLS inh	-7%	-1%	5%	3%	-7%	24%	5%	-9%	-7%	0%

[21] CCc1ccc(-c2cc(C(=O)O)c3ccccc3n2)s1
[22] Cc1ccc(NC(=O)C2CCN(S(C)(=O)=O)CC2)cc1Cl
[23] O=C(Nc1ccccc1)Nc1nc(-c2ccc(Cl)cc2)cs1
[24] O=C(Cc1n[nH]c(=O)c2ccccc12)N/N=C/c1cc2c(cc1Cl)OCO2
[25] O=C(CCC(=O)NNC(=O)c1ccc([N+](=O)[O-])cc1)NCc1ccccc1
[26] CC1CCN(C(=O)c2cc(Cl)ccc2NC(=O)c2ccco2)CC1
[27] CCCOc1ccc(C2c3c(oc4ccccc4c3=O)C(=O)N2CCN(CC)CC)cc1OC (centres undefined)
[28] COc1ccc(/C=C(\C#N)c2nc3ccccc3n2C)c(OC)c1
[29] CCOc1ccc(N2C(=O)CC(NCCNc3ccc(C(=O)c4cccs4)cc3)C2=O)cc1 (centres undefined)
[30] O=C1COc2cc(ccc2[N+](=O)[O-])Oc2ccc(cc2Cl)C(=O)CCCCO1
assay / compound	21	22	23	24	25	26	27	28	29	30
JMJD2A Tudor inh	-2%	-14%	4%	-33%	-21%	5%	-4%	-30%	-14%	-27%
Pin1 inh	-5%	-7%	0%	77%[activator]	-9%	-3%	-1%	15%	24%	0%
Tb PGK inh	·	-1%	-5%	i	-4%	0%	0%	-1%	-8%	5%
ALOX12 inh	?	0%	0%	-24%	0%	1%	?	-22%	17%	-10%
HP1b binding inh	64%[activator]	37%	36%	?	43%[activator]	32%	16%	10%	35%	18%
RGS4 inh	?	-13%	-38%	-25%	-1%	-20%	-23%	7%	5%	7%
rTrxR1 inhibitor	?	49%[activator]	13%	-12%	25%[57.1 µM]	24%[57.1 µM]	-7%[57.1 µM]	-4%	34%	4%[57.1 µM]
ERG Ets-DNA blk	-5%	2%	-11%	-3%	12%	-4%	-2%	2%	0%	-26%
GLS inh	8%	3%	-6%	1%	-2%	-6%	-13%	1%	-3%	2%

[31] O=C(CCN1C(=O)/C(=C/c2ccc(F)cc2)SC1=S)Nc1cccnc1
[32] Cc1ccc2nc(C)c(C(=O)N/N=C/c3cccs3)n2c1
[33] CCN(CC)c1ccc(NC(=S)NC(=O)Cc2ccccc2)cc1
[34] CC(Nc1nc(Cl)nc2nc[nH]c12)c1ccccc1 (centres undefined)
[35] COc1ccc(NC(=O)C2CCN(S(=O)(=O)c3ccc(N4CCCC4=O)cc3)CC2)c(OC)c1
[36] CCCN(CCC)S(=O)(=O)c1ccc(NC(=O)c2cc(C(=O)OC)cc([N+](=O)[O-])c2)cc1
[37] O=C(CCCN1C(=O)/C(=C/c2ccccc2Cl)SC1=S)N1CCOCC1
[38] Cn1c(=O)c2c(nc(Cl)n2Cc2ccc(Cl)c(Cl)c2)n(C)c1=O
[39] CCCCCn1c(=O)[nH]c2cc(C(=O)N3CCN(CC)CC3)ccc2c1=O
[40] COc1cc(-c2[nH]ncc2CN2CCSCC2)cc(OC)c1OC
assay / compound	31	32	33	34	35	36	37	38	39	40
JMJD2A Tudor inh	6%	-13%	25µM*	-14%	-22%	-28%	22µM*	-10%	3%	-7%
Pin1 inh	-7%	0%	2%	3%	6%	-5%	0%	1%	-10%	-8%
Tb PGK inh	0%	-1%	-4%	·	-9%	-8%	-5%	-5%	-8%	-6%
ALOX12 inh	1%	0%	-21%	·	-2%	-11%	1%	?	0%	14%
HP1b binding inh	10%	29%	?	21%	19%	0%	11%	36%	44%[activator]	-2%
RGS4 inh	7%	28%	-4%	18%	-23%	-20%	-10%	12%	-18%	16%
rTrxR1 inhibitor	21%[57.1 µM]	-8%	?	10%	8%	4%	-8%	-9%	11%	10%
ERG Ets-DNA blk	2%	1%	-2%	·	-14%	9%	7%	-3%	-7%	1%
GLS inh	-7%	-2%	30%	·	0%	4%	-1%	3%	-12%	-9%

[41] O=C(N/C(=C\c1cccc(Br)c1)C(=O)N1CCCCC1)c1ccco1
[42] COc1ccccc1-c1coc2c(CN3CCN(CCO)CC3)c(O)ccc2c1=O
[43] Brc1ccc(-c2csc(NC3=NCCCCC3)n2)cc1
[44] O=S(=O)(c1ccc(NC(=S)NCc2ccncc2)cc1)N1CCCCC1
[45] CC1CCCN(CCCNC(=O)C2CCCN(c3ncnc4c3nc3n4CCCCC3)C2)C1 (centres undefined)
assay / compound	41	42	43	44	45
JMJD2A Tudor inh	-19%	13%	-5%	-21%	-16%
Pin1 inh	4%	5%	-8%	0%	-1%
Tb PGK inh	-6%	-1%	i	-3%	-2%
ALOX12 inh	-4%	-2%	12%	?	1%
HP1b binding inh	-4%	23%	26%[57 µM]	6%	25%
RGS4 inh	12%	-6%	-11%	-1%	-22%
rTrxR1 inhibitor	-2%	13%[57.1 µM]	6%	-6%	29%
ERG Ets-DNA blk	-3%	-2%	-6%	6%	9%
GLS inh	17%	12%	1%	4%	-7%
